ERK AVP block – blocks ERK signaling stimulated by vasopressin. HEK293-V1b, vasopressin-stimulated pERK AlphaScreen. Potency, µM (series often up to 57.5 µM), for inactives: at the highest dose activity, negative = inhibition, actives largely listed as inhibitors. 0.99% of 72,000 active. AID 995; further: potency means the concentration at half of the fitted maximal effect; on the % scale 0 is the no-effect control and ±100 the full control effect; nearly all actives have a fitted effect of over 55% in size
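qHTS, compounds titrated on V1b-expressing HEK293 cells. Preincubation 30 min at 37C, vasopressin 25 nM for 5 min, lysis 10 min, bead incubation 5 hr at room temperature.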
ALOX15 inhib – inhibitors of human 15-lipoxygenase (ALOX15); P16050; purified 15hLO-1, xylenol orange hydroperoxide absorbance; Potency, µM (highest dose often 57.1 µM), inactives show at the highest dose activity change, negative = inhibition, most hits filed as inhibitors; 1.4% of 74,000 active; AID 887; further: potency means the concentration at half of the fitted maximal effect; on the % scale 0 is the no-effect control and ±100 the full control effect; nearly all actives have a fitted effect of over 55% in size
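Purified human 15hLO-1 (40 nM) in 25 mM Hepes pH 7.5, 0.01% Triton X-100, preincubated 15 min RT with compound, then 50 uM arachidonic acid for 6 min. Hydroperoxide read by ferrous/xylenol orange, 30 min; 573/405 nm absorbance ratio gave progress.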
Rhodamine fluor – compound autofluorescence in rhodamine spectral region; max dye-equivalent concentration, M; Rhodamine-region fluorescence, 547/598 nm, Tris buffer; active compounds read high; 0.05% of 59,000 active; AID 594; in the data active means max dye-equivalent concentration above about 11 nM; inconclusive means between about 1.1 nM and that limit
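Intensities are converted to rhodamine-equivalent concentration using a six-point rhodamine standard on each plate. Compounds sit 15 min at room temperature in 100 mM Tris buffer, pH 8.0; read uses the 547/598 nm excitation/emission pair.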
HBB splice mod – modulators of hemoglobin beta chain splicing; Potency, µM (titrated, usually from 46.1 µM), for inactives: at the highest dose activation, most hits filed as activators; HBB splicing reporter cell assay, activation; EGFP reporter with mutant IVS2-654 intron; response scale: normalised to 500 nM splice-correcting PNA; 0.06% of 65,000 active; further: potency means the concentration at half of the fitted maximal effect; 0% is about no effect
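HeLa cells stably expressing EGFP interrupted by mutant beta-globin intron 2 (IVS2-654), 500/well in 2% FCS. Treated with compound for 2 days at 37C. Splicing correction scored as total well GFP intensity (488 nm excitation, 500-520 nm emission); 500 nM antisense PNA served as control.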
HADH2 inh – blocks human hydroxyacyl-CoA dehydrogenase type II | Q99714 | recombinant HADH2, NADH fluorescence, beta-hydroxybutyryl-CoA | Potency, µM (doses to about 57.1 µM), inactives show top-dose activity change, negative = inhibition, actives largely listed as inhibitors | 3.4% of 73,000 active | AID 886; further: potency means the concentration at half of the fitted maximal effect; on the % scale 0 is the no-effect control and ±100 the full control effect; nearly all actives have a fitted effect of over 60% in size; many of its hits are not listed in these tables
Target sequence (Q99714 whole entry, looked up, one chain of several): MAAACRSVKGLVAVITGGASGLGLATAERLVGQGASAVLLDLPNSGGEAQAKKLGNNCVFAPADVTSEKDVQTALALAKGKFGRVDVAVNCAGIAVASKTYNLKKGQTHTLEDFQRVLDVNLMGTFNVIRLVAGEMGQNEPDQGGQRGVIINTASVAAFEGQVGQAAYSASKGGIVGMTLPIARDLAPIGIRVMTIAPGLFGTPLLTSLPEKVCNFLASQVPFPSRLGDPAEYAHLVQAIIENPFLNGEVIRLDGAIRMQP
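NADH fluorescence (ex 360/em 450 nm) read every 30 s for 4 min; activity taken as last-minus-first time point difference. Enzyme 20 nM, NAD+ 1 mM, beta-hydroxybutyryl-CoA 90 uM, pH 9.0 Tris buffer.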
Texas Red fluor – compound fluoresces in the Texas Red spectral region; Compound fluorescence, Texas Red channel, 547/618 nm; active compounds read high; max dye-equivalent concentration, M; 0.06% of 59,000 active; AID 587; in the data active means max dye-equivalent concentration above about 10 nM; inconclusive means between about 1.1 nM and that limit
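Pin-transferred compounds and Texas Red standards go into 100 mM Tris buffer, pH 8.0. After 15 min at room temperature, plates are imaged with 547/618 nm filters. Each value is a dye-equivalent concentration derived from the per-plate dye curve.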
Tau fil binding – tau filament binding. P10636. recombinant tau filaments, thioflavin S fluorescence, 15 h; filaments grown with octadecylsulfate alongside compound. Potency, µM (highest dose often 57.1 µM), for inactives: at the highest dose activity change, negative = inhibition. 2% of 71,000 active. AID 596;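 further: potency means the concentration at half of the fitted maximal effect; on the % scale 0 is the no-effect control and ±100 the full control effect; actives lower thioflavin S fluorescence by blocking filaments or displacing dye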
Target sequence (P10636 whole entry, looked up): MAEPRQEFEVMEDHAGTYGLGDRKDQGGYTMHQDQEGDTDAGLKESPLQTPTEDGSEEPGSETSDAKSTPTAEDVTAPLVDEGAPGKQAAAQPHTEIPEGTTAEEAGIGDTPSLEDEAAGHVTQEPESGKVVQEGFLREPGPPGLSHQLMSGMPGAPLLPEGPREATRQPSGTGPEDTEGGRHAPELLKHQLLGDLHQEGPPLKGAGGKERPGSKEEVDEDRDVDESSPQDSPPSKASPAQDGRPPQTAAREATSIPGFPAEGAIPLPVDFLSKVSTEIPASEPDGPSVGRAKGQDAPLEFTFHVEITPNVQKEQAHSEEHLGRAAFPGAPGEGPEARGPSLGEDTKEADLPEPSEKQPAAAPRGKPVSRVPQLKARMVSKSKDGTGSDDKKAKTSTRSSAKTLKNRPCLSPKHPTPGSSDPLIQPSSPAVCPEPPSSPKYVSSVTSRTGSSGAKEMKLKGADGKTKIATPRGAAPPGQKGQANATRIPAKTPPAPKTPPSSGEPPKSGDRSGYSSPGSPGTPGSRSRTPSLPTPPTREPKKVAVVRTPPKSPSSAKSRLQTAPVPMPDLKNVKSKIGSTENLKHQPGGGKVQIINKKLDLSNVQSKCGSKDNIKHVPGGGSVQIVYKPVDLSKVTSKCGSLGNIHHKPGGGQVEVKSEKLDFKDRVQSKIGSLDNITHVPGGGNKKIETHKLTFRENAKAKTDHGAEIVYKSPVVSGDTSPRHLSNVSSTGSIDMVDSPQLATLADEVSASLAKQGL
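Assay mix: 1 uM His-tagged tau, 30 uM sodium octadecylsulfate, thioflavine S dye in HEPES/NaCl/DTT buffer. Compound is added prior to the inducer. Fluorescence after 15 h at 37 C.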
Luciferase inh – blocks Photinus pyralis firefly luciferase activity; P08659; purified firefly luciferase, luminescence, 8 min; Potency, µM (titrated, usually from 57.1 µM), inactives show at the highest dose activity change, negative = inhibition, actives largely listed as inhibitors; 2.2% of 72,000 active; further: potency means the concentration at half of the fitted maximal effect; on the % scale 0 is the no-effect control and ±100 the full control effect; nearly all actives have a fitted effect of over 40% in size
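Luminescence read-out after 8 min at room temperature; enzyme reaction used luciferin plus 10 uM ATP (linear range) in imidazole buffer pH 7.2 with KCl, MgCl2, Tween 20 and BSA. Each sample was run as a titration.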
CRE-bla Fsk – alters forskolin-stimulated CRE reporter signaling in CHO cells | 2.5% of 71,000 active | CHO CRE-bla reporter (cAMP response element driving beta-lactamase), forskolin EC10, beta-lactamase ratio | Potency, µM (titrated, usually from 38.2 µM), inactives show top-dose activity change, negative = inhibition, usual class: activators | AID 662; active means well fitted activation curve with a large enough effect in the signal ratio, with a control signal flat, not every such curve was filed as active; inconclusive means small, poorly fitted or top-dose-only effect, or effect the other way, or a change in a side signal; the % refers to the signal ratio; further: potency means the concentration at half of the fitted maximal effect; % of control where 0% means no effect
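Beta-lactamase reporter under a cAMP responsive element in CHO cells; compounds tested in titration series against EC10 NKH 477, 3 h at 37 °C. Read-out: CCF4 FRET ratio 460nm/530nm (excitation 405nm) giving %Activity, fitted to AC50.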
Hsp90 Hop PPI – changes Hsp90-Hop TPR2A binding signal, up or down | AlphaScreen TPR2A-His6 binding biotin-Hsp90 C-terminal peptide | Potency, µM (doses to about 57 µM), inactives show top-dose activity change, negative = inhibition | 0.44% of 71,000 active | AID 595; active means well fitted curve in either direction with a large enough effect; inconclusive means small, poorly fitted or top-dose-only effect, or another doubt; further: potency means the concentration at half of the fitted maximal effect; on the % scale 0 is the no-effect control and ±100 the full control effect; many of its hits are not listed in these tables
Pol III holo inh – inhibitors of bacterial DNA polymerase III holoenzyme. reconstituted DNA polymerase III holoenzyme replication, biochemical. Potency, µM (highest dose often 57.1 µM), for inactives: at the highest dose activity change, negative = inhibition. 0.25% of 71,000 active; further: potency means the concentration at half of the fitted maximal effect; on the % scale 0 is the no-effect control and ±100 the full control effect
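Reconstituted *E. coli* holoenzyme (0.35 nM Pol III, 1 nM beta, 154 nM SSB, 2 nM primase) was preincubated with compound for 15 min at RT. Synthesis on 1.4 nM ssM13Gori ran 35 min, then was stopped with PicoGreen/EDTA and read as dsDNA fluorescence.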
* marks the source's active call; other numbers are inactive results; i = inactive; ? = inconclusive; · = not tested or not shown; [ ] = another dose, or the depositor's remark. Unless noted, the call rests on the fitted dose curve; in most records, active means well fitted curve in the direction sought with a large enough effect; inconclusive means small, poorly fitted or top-dose-only effect, or another doubt; inactive means no such curve, though single readings can be large; an effect the other way counts as inactive or inconclusive. This is a subset (hit frequency here may not be typical).

structure,ERK AVP block,ALOX15 inhib,Rhodamine fluor,HBB splice mod,HADH2 inh,Texas Red fluor,Tau fil binding,Luciferase inh,CRE-bla Fsk,Hsp90 Hop PPI,Pol III holo inh
O=C(NCc1ccco1)c1csc(Nc2ccccc2Cl)n1,8%,?,i,0.4%,?,i,13%,-4%,6%,-5%,-1%
O=C(NCCCN1CCCC1=O)c1ccccc1NS(=O)(=O)c1ccc(F)cc1,-11%,13%,i,-0.2%[57.5 µM],-13%,i,4%,2%,-2%,3%,0%
Cc1ccc(CSc2nnc(-c3ccc(S(=O)(=O)N4CCCC4)cc3)o2)cc1,-10%,7%,i,-0.3%[57.5 µM],9%,i,1%,4%,-4%,-5%,-3%
O=C(OCn1nnc2ccccc2c1=O)c1cccs1,·,?,·,0.0%,-12%,·,6%,1%,?,0%,2%
CCCCCc1nnc(NC(=O)CS(=O)(=O)Cc2ccccc2)s1,-13%,2%,i,3.2%,-2%,i,-1%,1%,9%,-4%,-4%
O=C(NCc1ccco1)C(Cc1ccccc1)N1C(=O)c2ccccc2C1=O (stereo not given),-10%,-8%,·,0.5%,-15%,·,-6%,2%,-9%,-4%,-4%
c1ccc(-c2nnc3sc(CN4CCC5(CC4)OCCO5)cn23)cc1,-1%,0%,i,-0.2%,-6%,i,8%,0%,11%,-9%,-1%
Cc1nnc(SCC(=O)N2CCN(S(=O)(=O)c3ccccc3)CC2)[nH]c1=O,1%,13%,i,-0.1%[57.5 µM],-8%,i,2%,2%,-18%,-5%,-4%
Cc1ccc(-c2nc(CSCC(=O)NCCCN3CCOCC3)c(C)o2)cc1,22%,-2%,i,-3.8%,6%,i,0%,-4%,0%,-2%,-8%
CCOc1cc(CN2CCSCC2)ccc1O,14%,2%[11.4 µM],·,-1.4%[0.0738 µM],-8%[11.4 µM],·,7%[11.4 µM],1%,?,-5%[11 µM],-9%[11.4 µM]
CCC(=O)OCC(=O)[C@@]1(OC(=O)CC)[C@H](C)C[C@@H]2[C@H]3CCC4=CC(=O)C=C[C@]4(C)[C@]3(Cl)[C@@H](O)C[C@@]21C,3%[25.7 µM],-6%[25.6 µM],i,-0.3%[20.6 µM],5%[25.6 µM],i,2%[25.6 µM],5%[25.5 µM],-7%[17.1 µM],-5%[26 µM],-3%[25.6 µM]
COC(=O)c1c(=O)n(O)c2ccc(OC)cc2[n+]1[O-],18%,-17%,i,4.1%,-15%,i,322%,2%,?,?,-2%
CCn1c(CSc2nc3ccccc3[nH]2)n[nH]c1=S,?,-9%,i,2.9%,-19%,i,-6%,1%,-2%,-8%,-5%
Cn1c(CSCc2ccc(Cl)c(Cl)c2)nnc1SCC(=O)Nc1nccs1,?,3%,i,-0.1%,-3%,i,230%,0%,-9%,-3%,4%
COC(=O)C1CCN(C(=O)Cc2ccc(OC)c(OC)c2)CC1,9%,1%,i,-1.4%,4%,i,13%,-1%,2%,-5%,-6%
C=CCOc1ccccc1/C=c1\sc2nc(=O)c(C)nn2c1=O,0%,-19%,i,0.2%,25µM*,i,25µM*,-1%,-2%,-6%,1%
Cc1nc2ccccc2c2oc(C(=O)NCC3COc4ccccc4O3)cc12 (stereo not given),10µM*,-24%,·,-1.0%,?,·,380%,1%,?,-2%,1%
CCn1cc(C(=O)NCc2ccccc2OC)c(=O)c2ccc(C)nc21,26%,-1%,i,·,-4%,?,-2%,-1%,11%,-2%,-4%
CC(=O)N(C)c1nc(-c2ccc(Cl)cc2)cs1,4%,4%,i,·,9%,i,2%,-8%,1%,5%,-3%
COc1ccc(S(=O)(=O)N2CCC(C(=O)N3CCN(c4ccccc4OC)CC3)CC2)cc1,15%,-5%,·,-1.0%[9.22 µM],0%,·,10%,0%,-12%,-4%,-1%
COc1ccc2[nH]c(=O)c(CN(C(=O)C3CCCO3)c3ccc(C)cc3)cc2c1 (stereo not given),?,-13%,i,-0.4%[0.369 µM],?,i,10%,1%,3%,-7%,-5%
c1ccc(Oc2cccc(NC3=NCCC3)c2)cc1,9%,8%,i,-0.1%[57.5 µM],-5%,i,-8%,3%,-5%,-2%,0%
COc1ccc(F)cc1S(=O)(=O)N1CCN(Cc2ccc3c(c2)OCO3)CC1,?,1%,i,2.2%,-1%,i,-3%,2%,-8%,-2%,2%
CC(SCCc1ccccn1)C(=O)O (stereo not given),-17%,1%,i,-0.8%,2%,i,1%,2%,-6%,2%,-1%
ON1C(c2ccc(Cl)cc2Cl)N(O)[C@H]2CCCC[C@H]21 (stereo not given in full),-12%,-3%,i,1.6%[57.5 µM],4%,?,-7%,0%,-6%,-2%,-9%

Sorted by the number under HADH2 inh (ascending): 3 of the compounds above
| smiles | ERK AVP block | ALOX15 inhib | Rhodamine fluor | HADH2 inh | Texas Red fluor | Tau fil binding | Luciferase inh | CRE-bla Fsk | Hsp90 Hop PPI | Pol III holo inh |
| --- | --- | --- | --- | --- | --- | --- | --- | --- | --- | --- |
| O=C(OCn1nnc2ccccc2c1=O)c1cccs1 | · | ? | · | -12% | · | 6% | 1% | ? | 0% | 2% |
| c1ccc(Oc2cccc(NC3=NCCC3)c2)cc1 | 9% | 8% | i | -5% | i | -8% | 3% | -5% | -2% | 0% |
| CC(=O)N(C)c1nc(-c2ccc(Cl)cc2)cs1 | 4% | 4% | i | 9% | i | 2% | -8% | 1% | 5% | -3% |

The list goes on:
structure,ERK AVP block,ALOX15 inhib,Rhodamine fluor,HBB splice mod,HADH2 inh,Texas Red fluor,Tau fil binding,Luciferase inh,CRE-bla Fsk,Hsp90 Hop PPI,Pol III holo inh
Cc1onc(-c2ccccc2Cl)c1C(=O)N1CCN(c2cccc(Cl)c2)CC1,·,-1%,·,-0.6%,1%,·,45%,3%,?,1%,0%
Fc1ccc(-c2nnc3sc(C4COc5ccccc5O4)nn23)cc1 (stereo not given),?,-20%,i,5.3%[1.84 µM],9%,i,60%,2%,9%,-1%,-2%
Cc1cccc(-n2ncc3c(Nc4ccc(F)cc4)ncnc32)c1,·,-12%,·,0.1%,-9%,·,61%,?,?,3%,0%
Cc1cccc(NC(=O)C2CCCN2C(=O)OCC(C)C)c1C (stereo not given),25%,13%,i,·,-3%,i,17%,2%,2%,?,-8%
O=C(CN1CCN(c2ccc(F)cc2)CC1)OCc1ccccc1,-22%,3%,i,0.0%[57.5 µM],7%,i,-4%,1%,-12%,2%,-6%
COc1ccc2c(c1)cc(C(=O)O)n2C,-16%,-1%,i,-3.6%,?,i,-3%,0%,-4%,0%,-2%
CCN(CC)S(=O)(=O)c1ccc(Cl)c(C(=O)Nc2nnc(C)s2)c1,17%,4%,·,-0.7%[9.22 µM],-1%,·,-6%,1%,-2%,-1%,-9%
O=[N+]([O-])c1ccc(CSCc2ccc(Cl)cc2)cc1,18%[11.5 µM],-7%[11.4 µM],i,0.3%[9.22 µM],0%[11.4 µM],i,-9%[11.4 µM],2%[11.4 µM],9%[7.6 µM],-2%[11 µM],3%[11.4 µM]
Cc1cc(-c2nc3ncccc3o2)ccc1N,60%,-7%,i,·,?,?,-22%,?,?,-6%,-4%
Cn1cccc1-c1cc(C(=O)O)[nH]n1,14%,33%[activator],i,0.2%[57.5 µM],-10%,i,8%,0%,16%,-3%,1%
COc1cc(C)nc(N2CCCC(C(=O)Nc3cccc(Cl)c3Cl)C2)n1 (stereo not given),8%,-5%,i,0.3%,19%,i,2%,5%,-2%,3%,-2%
O=C(Nc1ccccc1)N(CCc1nc2ccccc2[nH]1)C1CCCC1,-3%,23%,i,-0.1%[57.5 µM],21%,i,-20%,-2%,-9%,61%,-3%
CCn1cnc2sc(C(=O)O)c(C)c2c1=O,-4%,-1%,i,-1.4%,-16%,?,-22%,1%,2%,-4%,-2%

Gathered by group, the entries above with a thiophene ring, fused or not.
structure,ERK AVP block,ALOX15 inhib,Rhodamine fluor,HBB splice mod,HADH2 inh,Texas Red fluor,Tau fil binding,Luciferase inh,CRE-bla Fsk,Hsp90 Hop PPI,Pol III holo inh
O=C(OCn1nnc2ccccc2c1=O)c1cccs1,·,?,·,0.0%,-12%,·,6%,1%,?,0%,2%
CCn1cnc2sc(C(=O)O)c(C)c2c1=O,-4%,-1%,i,-1.4%,-16%,?,-22%,1%,2%,-4%,-2%

Compound activity (PubChem)
